Screens: PubChem, IUPUI and University of Michigan
ST2 IL33 inh = inhibitors of human ST2 (IL1RL1) binding to IL-33, primary screen, biochemical, AlphaLISA; inhibition, % for hits at 17 µM; AlphaLISA ST2-Fc/biotin-IL-33 interaction, 1 h; AID 1259354, 2018; actives 2.3% (n = 78,000); Interleukin-1 receptor-like 1 (Homo sapiens), Q01638; in the data active = inhibition above about 30%; inconclusive = mostly about 10% to 28%
Target sequence (Q01638 whole entry, looked up): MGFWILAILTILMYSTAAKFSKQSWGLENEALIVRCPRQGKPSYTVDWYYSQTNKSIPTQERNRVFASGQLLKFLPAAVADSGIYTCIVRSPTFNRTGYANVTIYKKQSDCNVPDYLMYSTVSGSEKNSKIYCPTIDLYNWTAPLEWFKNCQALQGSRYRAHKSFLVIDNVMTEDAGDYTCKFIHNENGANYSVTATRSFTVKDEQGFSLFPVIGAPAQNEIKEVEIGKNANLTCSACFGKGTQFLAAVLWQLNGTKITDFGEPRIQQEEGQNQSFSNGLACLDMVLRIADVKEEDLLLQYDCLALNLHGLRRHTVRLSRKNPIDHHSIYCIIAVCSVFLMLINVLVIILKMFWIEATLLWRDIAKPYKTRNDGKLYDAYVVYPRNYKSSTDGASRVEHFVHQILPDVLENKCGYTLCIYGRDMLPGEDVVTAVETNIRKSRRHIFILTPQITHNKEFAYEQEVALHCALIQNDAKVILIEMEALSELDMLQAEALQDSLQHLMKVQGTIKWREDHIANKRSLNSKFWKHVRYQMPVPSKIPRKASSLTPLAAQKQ
An asterisk follows results filed as active; i = inactive; ? = inconclusive.

Structure | ST2 IL33 inh
O=C(Nc1ccc(=O)n2c1[C@@H]1C[C@@H](CN(C(=O)COc3ccccc3)C1)C2)c1cncnc1 | i
NC(=O)C1CCCN(S(=O)(=O)c2ccc(F)cc2)C1 (stereo unspecified) | i
O=C1C2C3C=CC(C3)C2C(=O)N1c1ncn[nH]1 (stereo unspecified) | i
CCCn1c(Br)nc2c1c(=O)[nH]c(=O)n2C | i
O=C(COc1ccc(Cl)cc1Cl)N1CCCCCC1 | i
Cc1ccc([N+](=O)[O-])cc1NS(=O)(=O)c1cc(Cl)ccc1Cl | ?
Cc1nc2c(C(=O)N(C)Cc3ccccc3)c[nH]n2c(=O)c1Cc1ccccc1F | i
CC1=C(C(=O)Nc2ccccn2)C(c2cccc([N+](=O)[O-])c2)C2=C(CC(C)(C)CC2=O)N1 (stereo unspecified) | i
CCSc1nc2c(c(=O)[nH]1)C(c1ccc(OC)cc1)C1=C(CC(C)(C)CC1=O)N2 (stereo unspecified) | i
COc1ccccc1/C=C1/SC(=Nc2ccccc2Cl)NC1=O | 33%*
CC(/C=C/c1cccc(Oc2ccc(F)cc2)c1)N(O)C(N)=O (stereo unspecified) | i
O=C(Nc1ccccc1Cl)C1c2ccccc2Oc2ccccc21 | i

(next part)
Structure | ST2 IL33 inh
CCc1nnc(NC(=O)COc2ccc(C)cc2C)s1 | i
CCc1ccccc1NC1c2ccccc2C(=O)N1Cc1ccccc1 (stereo unspecified) | i
CN1CCCN(Cc2ccccc2F)CC1 | i
O=C1CC(NS(=O)(=O)N2CCCCC2)CN1CCCc1ccccc1 (stereo unspecified) | i
CC[C@H]1CN(C(=O)Nc2cccc(OC)c2)CC[C@H]1CC(=O)N[C@@H](CO)CC(C)C | i
CC(C)c1nc(CN(C)C(=O)CC2C(=O)NCCN2Cc2ccccc2)no1 (stereo unspecified) | ?
Cc1ccc(-n2ncc3c2CCCC3NC(=O)CSc2nncn2C)cc1C (stereo unspecified) | ?
CC1CC(=O)C2=C(CCC3(O)C2C(=O)c2cccc(O)c2C3O)C1 (stereo unspecified) | 31%*
C#CCn1c(=NC(=O)CSCC(=O)N2CCOCC2)sc2ccccc21 | i
CC(=O)Nc1ccc(S(=O)(=O)N2CCN(Cc3nc4cccnc4n3-c3ccc(C)cc3)CC2)cc1 | i
CC1(C)C(c2ccccc2)=[N+]([O-])C(c2ccc(F)cc2)N1O (stereo unspecified) | i
O=C(Nc1nn[nH]n1)c1ccc(Br)o1 | ?

Among those listed so far, these have bromine.
Structure | ST2 IL33 inh
CCCn1c(Br)nc2c1c(=O)[nH]c(=O)n2C | i
O=C(Nc1nn[nH]n1)c1ccc(Br)o1 | ?

Continued.
Structure | ST2 IL33 inh
COc1ccc(C(=O)Nc2ccccc2N)cc1 | i
COc1cccc(CN2CCN(C(=O)c3cc(OC)c(OC)c(OC)c3)CC2)c1OC | i
COc1ccc(-n2ccnc2CNC2CC(=O)N(Cc3ccc(F)cc3)C2)cc1 (stereo unspecified) | i
CCOc1cc(C2C3=C(CCCC3=O)OC3=C2C(=O)CCC3)ccc1OCC(=O)O | ?
COc1ccc(NS(=O)(=O)c2cc(Br)cc3c2N(C(C)=O)C(C)C3)cc1OC (stereo unspecified) | i
Cc1ccc(Cn2ccc(NC(=O)c3cc(-c4ccc5c(c4)OCO5)on3)n2)cc1 | i
COc1ccc(CC(=O)N2CCN=C2SCc2ccccc2C)cc1 | i
O=C1CC(Sc2ncn[nH]2)C(=O)N1c1ccc(I)cc1 (stereo unspecified) | ?
O=C(Nc1cnc2n1CCCC2)c1cccc2cnccc12 | i
CC1CCN([C@@H]2[C@H](O)[C@H](CO)O[C@@H]2CNC(=O)Nc2ccccc2)CC1 | ?
O=S(=O)(NCCNS(=O)(=O)c1ccccc1)c1ccccc1 | i
COCc1ccc(C(=O)N2CCc3c(c(C(=O)O)nn3CC3CC3)C2)o1 | ?

Next results.
Structure | ST2 IL33 inh
Cc1ccccc1C1C(CN2CCOCC2)=C(c2ccccc2)Oc2ccccc21 (stereo unspecified) | ?
CCC(=O)N1CCc2cc(S(=O)(=O)NC(C(=O)NC3CCCCC3C)C(C)C)ccc21 (stereo unspecified) | i
Cc1ccc(C)c(OC(C)C(=O)NCCNc2cccnc2)c1 (stereo unspecified) | i
N#CC1=C(N)Oc2[nH]c(=O)[nH]c(=O)c2C1c1ccc([N+](=O)[O-])s1 (stereo unspecified) | i
C/C=C/c1ccc(OCCCOc2ccc(C=O)cc2OC)c(OC)c1 | ?
CC(=O)N[C@@H]1C=C[C@@H](c2c(C)nn(-c3ccc(C(C)(C)C)cc3)c2C)C1 | ?
Cc1cc(N2CCN(C)CC2)nc2ccc(NC(=O)c3cccnc3Cl)cc12 | ?
Cc1ccc(Oc2c(F)c(F)nc(N3CCCC3)c2F)cc1 | ?
O=C1C(c2[nH]c3ccccc3c2O)=Nc2ccccc21 | i
CCOc1cc(C2C3=C(CC(C)(C)CC3=O)Nc3ccccc3N2C(C)=O)ccc1OC(C)=O (stereo unspecified) | i
CCC1(CC)CN(C(=O)CC2C(=O)NCCN2Cc2ccoc2)CCO1 (stereo unspecified) | ?
COc1ccc(OC)c(C2Nc3ccccc3NC3=C2C(=O)CC(c2ccccc2Cl)C3)c1 (stereo unspecified) | ?

Next section
Structure | ST2 IL33 inh
Cc1cccnc1CN(C)Cc1ccc(Cl)cc1F | ?
COC(=O)c1c(C)oc2cc(Br)c(OC(C)=O)cc12 | i
Cc1ccc(C(=O)Nc2ccc(C(=O)N(C)Cc3ncc[nH]3)cc2)o1 | ?
Cc1ccc(-n2c(SCC(=O)Nc3ccc(F)cc3)nc3c(c2=O)SCC3)cc1 | ?
COc1ccc(CNC2CCCCCC2)c(OC)c1 | ?
CCN(CC)c1cc(C)c2cc(NC(=O)Cn3nc(C(F)(F)F)cc3C)ccc2n1 | i
Cc1c(O)ccc(NS(=O)(=O)c2ccc(Cl)cc2)c1C | i
O=C(Cc1ccc(F)cc1)N(c1ccc(F)cc1)C1C=CS(=O)(=O)C1 (stereo unspecified) | i
N#Cc1c(N)nc2c(c1-c1cccc(O)c1)CCCCCC2 | i
CC(=O)Nc1cc(C(=O)NC2CCCC(C)C2C)ccc1S(=O)(=O)c1ccc(Cl)cc1 (stereo unspecified) | i
O=C(NC1CCCCC1)N1Cc2[nH]cnc2C[C@H]1c1nc(-c2ccc3ccccc3c2)no1 | i
CC(=O)c1ccc(N=Cc2nc(-c3ccc(Cl)cc3)oc2O)cc1 | ?

Following part
Structure | ST2 IL33 inh
CCOc1ccc(C(=O)N2CCN=C2SCc2ccc(Br)cc2)cc1 | i
CCc1c(C)sc(NC(=O)c2noc3c2CCc2ccccc2-3)c1C#N | i
NC(=O)c1oc2ccccc2c1NC(=O)CSc1ccccn1 | ?
N#CC1=C(N)Oc2cc(O)c(Cl)cc2C1c1ccccc1Cl (stereo unspecified) | i
Cc1cc2ncn(CC(O)COc3cccc(Cl)c3)c2cc1C (stereo unspecified) | i
COc1ccccc1OCCCCN1CCN(Cc2ccccc2)CC1 | ?
O=C1Nc2cc(Cl)c(Cl)cc2N(O)N1c1ccccc1Cl | i
COc1cc(NC(=O)CCN2CCN(Cc3ccccc3)CC2)cc(OC)c1 | ?
COC(=O)c1cccc(-c2nccn2C2CCCC2)n1 | i
Nc1nonc1-c1noc(-c2ccc(Cl)cc2Cl)n1 | i
CN(C)C(=O)c1ccc2c(c1)NC(=O)C1CCCCN21 (stereo unspecified) | i
COc1ccccc1-n1c(SCc2ccccc2)nc2c(c1=O)SCC2 | i

(listing goes on)
Structure | ST2 IL33 inh
CC(C)C1CN(C(=O)c2cn[nH]c2-n2cnnn2)CCCN1CC1CC1 (stereo unspecified) | ?
Cc1ccc(C2(O)CCN(C(=O)c3ccc4c(c3)nnn4C)CC2)nc1 | i
C=CCOc1ccc(C2C(C#N)=C(N)OC(C)=C2C(=O)OCC)cc1 (stereo unspecified) | i
O=C(C1CCCN(C2CCN(c3ncnc4ccsc34)CC2)C1)N1CCCC1 (stereo unspecified) | ?
Cc1cc(N2CCN(C)CC2)nc(N2CCN(S(=O)(=O)c3ccccc3)CC2)n1 | i
COc1cc(CN(C)CCc2ccccn2)cc(I)c1O | i
COC(=O)c1c(NC(=O)c2cc(Cl)ccc2OC)sc2c1CCCC2 | i
Cc1nccc(N2CCCC(C/C=C/c3ccccc3)(C(=O)O)C2)n1 (stereo unspecified) | i
CCc1cccc(NC(=O)Cc2ccccc2)c1 | i
O=C(O)c1ccc(CN2C(=O)c3ccc(C(=O)O)cc3C2=O)cc1 | i
Cc1nc2ccc(I)cc2c(=O)n1C | i
Cc1cc(Nc2ccccc2)nc(N2CCN(S(=O)(=O)c3cccc(F)c3)CC2)n1 | ?

Next section
Structure | ST2 IL33 inh
CSC1=C(C#N)C(c2ccccc2)C(C(C)=O)=C(C)N1 (stereo unspecified) | ?
O=[N+]([O-])c1cccc(C2=Nn3cnnc3SC2)c1 | i
COc1cccc(OCc2cc(C(=O)NC(C)c3c(C)nn(C)c3C)n[nH]2)c1 (stereo unspecified) | i
Cn1c(C(=O)NCc2ccccn2)cc2c(=O)n3ccccc3nc21 | i
COc1ccccc1NC(=O)CS(=O)(=O)c1cccc2nsnc12 | i
Cc1ccc(C)c(S(=O)(=O)N2CCN(c3cc(-c4ccc(F)cc4)ncn3)CC2)c1 | i
Nc1cc(-c2cccc(C3CCCN3)c2)c2cc[nH]c2n1 (stereo unspecified) | ?
CCCN(CCC)c1ncc(C(=O)OC)c2ccccc12 | i
c1ccc2[nH]c(CSc3nccs3)nc2c1 | i
CCNC(=O)O[C@@H]1CO[C@H]2[C@@H]1OC[C@@H]2NS(=O)(=O)c1ccc2ccccc2c1 | ?
COC(=O)c1cc2n(n1)CCN(C(=O)c1oc3cc(OC)ccc3c1C)C2 | ?
C=CCSc1nc2sc3c(c2c(=O)n1Cc1ccccc1)CC(C)(C)OC3 | i

Next section:
Structure | ST2 IL33 inh
CC(=O)Nc1ccc(OCC(=O)Nc2c(C)cccc2C)cc1 | i
O=C(O)CCCC(=O)Nc1ccc(Br)cn1 | i
CCN(C(=O)c1coc2ccccc12)C(C)CO (stereo unspecified) | i
O=C(c1ccc2nc(C3CCCCC3)oc2c1)N1CCCC(c2nc3ccccc3o2)C1 (stereo unspecified) | ?
CC1(C)[C@H]2CC=C(CCNC3CCN(c4ccc(C(=O)N5CCOCC5)cc4)CC3)[C@@H]1C2 | i
Cc1cnn(Cc2cccc(F)c2)c1NC(=O)CSc1ccncc1 | ?
CCN(CC)CCNC(=O)C1c2cc(OC)c(OC)cc2C(=O)N2CCc3ccccc3C12 (stereo unspecified) | i
CN1CCC(Cc2noc(-c3cccc(OCC(N)=O)c3)n2)CC1 | i
CCn1nc(C)cc1C(=O)N1CCC2(CCCN(Cc3cccc(F)c3F)C2)C1 (stereo unspecified) | i
COc1ccc(-n2nnnc2C2(Nc3cccc(Cl)c3)CCCCC2)cc1 | i
CCOC(=O)c1nn(-c2ccc(OC)cc2)cc1O | ?
Cc1ccc(NC(=O)COc2ccc([N+](=O)[O-])cc2C)c(Br)c1 | i

The listing continues:
Structure | ST2 IL33 inh
O=C(NCc1ccco1)c1ccc([N+](=O)[O-])cc1Cl | ?
Cc1nnc(-c2ccccc2-c2ccccc2CO)s1 | ?
Cc1nnc(CNC(=O)C2CCCN(C3CCN(C(=O)C4CC4)CC3)C2)o1 (stereo unspecified) | i
CCc1ccc(NC(=O)C2CCCN2S(=O)(=O)c2cc3c(cc2C)NC(=O)CO3)cc1 (stereo unspecified) | i
CC1=C(C(=O)Nc2ccccc2)C(c2ccccn2)n2nc(SCc3ccccc3)nc2N1 (stereo unspecified) | i
CC(=O)Nc1cc(C(C)C)c(C(C)C)cc1C(C)C | i
CC1(C)CC(=O)C=C(Nc2ccc(C(=O)O)cc2)C1 | i
CSc1nnc2c(n1)OC(C)N(C(=O)c1ccccc1)c1ccccc1-2 (stereo unspecified) | i
COC(=O)[C@H](O)[C@H]1C(C)(C)[C@H](OC(=O)C(C)C)[C@@]2(O)C(=O)[C@]1(C)C1CC[C@]3(C)C(CC(=O)O[C@H]3c3ccoc3)[C@]13O[C@@H]32 (stereo partly specified) | i
CCOc1ccc2nc(N3CCCN(Cc4cc(OC)c5c(c4)OCO5)CC3)nc(C)c2c1 | ?
CCCCN(Cc1ccco1)Cc1nn(C)cc1Cl | ?
COCCCNC(=O)CSC1=Nc2ccccc2C2=NC(Cc3c[nH]c4ccccc34)C(=O)N12 (stereo unspecified) | ?

Shown field by field: entries from further up
Cc1nnc(CNC(=O)C2CCCN(C3CCN(C(=O)C4CC4)CC3)C2)o1 (stereo unspecified)
- ST2 IL33 inh: i

CC1=C(C(=O)Nc2ccccc2)C(c2ccccn2)n2nc(SCc3ccccc3)nc2N1 (stereo unspecified)
- ST2 IL33 inh: i

CSc1nnc2c(n1)OC(C)N(C(=O)c1ccccc1)c1ccccc1-2 (stereo unspecified)
- ST2 IL33 inh: i

(list continues)
Structure | ST2 IL33 inh
Cc1nc2c(c(N3CC[C@@H]4CCCC[C@@H]4C3)n1)CNC2 | ?
COc1ccc(Nc2cc(C)nc(Nc3ccc(NC(=O)c4ccccc4OC)cc3)n2)cc1 | 39%*
COc1cccc(C2C(N3C(=O)c4ccccc4C3=O)C(=O)N2c2ccc(C)c(F)c2)c1 (stereo unspecified) | i
Nc1ccc(-c2nc3cc(-c4ccccc4)ccc3o2)cc1 | i
CCC(=O)N1c2ccccc2-c2nnc(SC)nc2OC1c1cccc(OC)c1OC (stereo unspecified) | ?
CCc1nc(-c2nccn2CCC2COc3ccccc3O2)c(C)[nH]1 (stereo unspecified) | i
CC(C)Oc1ccccc1NC(=O)CSc1nc2ccccc2c(=O)n1C | i
CN(Cc1cc(-c2ccccc2)no1)C(=O)c1ccc(CO)o1 | i
c1ccc2c(c1)CC(N1CCC(CN(Cc3ccsc3)CC3CCCO3)CC1)C2 (stereo unspecified) | i

A portion of the library; count on the stated rates, not on these rows.
